ATG4B inhibitor: blocks human ATG4B protease cleavage of LC3 substrate. ATG4B cleavage of LC3-PLA2, NBD-HPC fluorescence, 1 h. inhibition, % at 8.33 µM. actives 0.51% (n = 340,000); in the data active means inhibition above about 40%
Target sequence (Q9Y4P1 whole entry, looked up): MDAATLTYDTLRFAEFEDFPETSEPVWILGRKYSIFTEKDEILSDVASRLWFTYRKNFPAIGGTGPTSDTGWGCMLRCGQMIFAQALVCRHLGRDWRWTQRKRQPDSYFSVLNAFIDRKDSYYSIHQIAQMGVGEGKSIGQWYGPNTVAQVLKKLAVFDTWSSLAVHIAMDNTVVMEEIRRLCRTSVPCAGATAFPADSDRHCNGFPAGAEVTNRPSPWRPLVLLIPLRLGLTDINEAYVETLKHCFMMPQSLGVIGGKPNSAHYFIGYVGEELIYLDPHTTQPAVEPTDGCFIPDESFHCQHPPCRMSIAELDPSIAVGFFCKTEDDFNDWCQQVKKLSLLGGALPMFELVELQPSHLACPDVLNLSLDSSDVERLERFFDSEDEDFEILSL
MPTP block: permeability transition pore inhibition. inhibition, % at 10 µM. actives 1.4% (n = 360,000). isolated mouse mitochondria, Ca2+ swelling absorbance, 30 min. AID 602449;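 active means inhibition of 50% or more, scaled per plate between neutral and stimulator controls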;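 further: 0% = DMSO wells given calcium and 100% = 1 mM EGTA wells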
SENP8 block: SENP8 (human) protease inhibition; inhibition, % at 20 µM; actives 0.64% (n = 360,000); recombinant SENP8, Nedd8 substrate fluorescence; AID 602440; in the data active means inhibition mostly above about 40%, no sharp cut-off; inactive means mostly below about 27%
Target sequence (Q96LD8 whole entry, looked up): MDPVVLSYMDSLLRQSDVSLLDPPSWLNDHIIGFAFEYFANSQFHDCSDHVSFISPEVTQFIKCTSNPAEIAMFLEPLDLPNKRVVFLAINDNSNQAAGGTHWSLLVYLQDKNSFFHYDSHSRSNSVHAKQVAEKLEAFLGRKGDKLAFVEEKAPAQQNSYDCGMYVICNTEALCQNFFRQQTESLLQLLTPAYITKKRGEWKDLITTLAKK
SENP7 block: inhibitors of human SENP7 protease. inhibition, % at 5 µM. Q9BQF6. actives 1.5% (n = 330,000). recombinant SENP7, Z-RLRGG-aminoluciferin luminescence, 40 min. AID 434973;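 active means inhibition above about 50% at the single test dose, limit read from the data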;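 further: plate controls were DMSO with enzyme for no effect and no enzyme buffer wells for full effect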
HKDC1 inhibitor: HKDC1 (human) hexokinase inhibition; Q2TB90; recombinant HKDC1, G6PDH/diaphorase resazurin coupled fluorescence; inhibition, % at 20 µM; actives 0.16% (n = 340,000);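 active means inhibition above about 35% when tested at 20 µM, limit read from the data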;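 further: plate controls were DMSO wells with enzyme for no effect and DMSO wells lacking enzyme for full effect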
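Assay system: in-house recombinant HK5 (HKDC1) enzyme. Input: HKDC1 at 5 µg/mL. Medium: Tris pH 8.0 buffer with MgCl2, Tween-20, BSA, BME. Dosing: single 20 µM dose. Schedule: 90 min reaction incubation at room temperature, dark. Signal: resazurin-to-resorufin fluorescence via G6PDH and diaphorase coupling, 525/613 nm. Controls: DMSO-enzyme wells negative, buffer-substituted wells positive.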
SENP6 block: SENP6 protease inhibition; Q9GZR1; Recombinant SENP6 catalytic domain, aminoluciferin luminescence; inhibition, % at 10 µM; actives 1.8% (n = 330,000);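 active means inhibition above about 50% at the single tested dose, limit read from the data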;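 further: plate controls were DMSO wells with enzyme for no effect and DMSO wells lacking enzyme for full effect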
Target sequence (Q9GZR1 628-1112 limits assumed): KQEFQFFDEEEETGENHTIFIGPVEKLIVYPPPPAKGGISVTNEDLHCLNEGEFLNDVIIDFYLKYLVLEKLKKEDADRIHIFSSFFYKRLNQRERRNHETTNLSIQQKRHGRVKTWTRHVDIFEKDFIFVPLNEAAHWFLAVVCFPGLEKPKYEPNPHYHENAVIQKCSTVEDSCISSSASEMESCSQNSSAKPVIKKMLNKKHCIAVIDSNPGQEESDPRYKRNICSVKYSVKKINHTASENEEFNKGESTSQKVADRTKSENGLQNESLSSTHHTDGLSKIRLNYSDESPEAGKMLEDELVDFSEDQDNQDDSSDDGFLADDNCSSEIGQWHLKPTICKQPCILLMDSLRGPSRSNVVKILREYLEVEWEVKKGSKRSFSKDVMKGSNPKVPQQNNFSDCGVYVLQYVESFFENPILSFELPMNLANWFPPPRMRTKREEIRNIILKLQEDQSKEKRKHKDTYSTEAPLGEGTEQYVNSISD
PfG6PD inh: PfG6PD (Plasmodium falciparum) enzyme inhibition. inhibition, % at 20 µM. actives 0.78% (n = 350,000). PfGluPho enzyme, NADPH resazurin-diaphorase fluorescence;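 active means inhibition reaching at least a set limit at 20 µM in the primary screen, cut at about 59% in these data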;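 further: 0% = DMSO wells with substrate and 100% = DMSO wells lacking glucose-6-phosphate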
NR3A LBD binder: modulators (binders) of human NR3A ligand-binding domain; NR3A LBD differential scanning fluorimetry, Tm shift; 0% = protein alone, 100% = glycine-bound protein; Tm shift relative to glycine control, % at 25 µM; actives 2.5% (n = 340,000); AID 1259313;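 active means melting temperature shift of at least 10% of the positive control shift, at one fixed dose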
* = called active by the depositor; i = inactive; / = no result given.

Results follow in this order: ATG4B inhibitor	MPTP block	SENP8 block	SENP7 block	HKDC1 inhibitor	SENP6 block	PfG6PD inh	NR3A LBD binder
- O=c1[nH]c2ccccc2nc1C(F)(F)F
    1	1.0	-363	8	-1	6	8	-1
- Cc1cccc(NS(=O)(=O)c2ccc3[nH]c(=O)oc3c2)c1C
    -11	-0.8	15	-7	2	9	-37	-2
- COc1ccc(-n2c(SC3CCOC3=O)nc3ccccc3c2=O)cc1Cl (stereo not drawn)
    4	0.0	11	-9	2	-7	-3	1
- CC(=O)c1cc(Cl)ccc1OCc1cccc(S(=O)(=O)N2CCOCC2)c1
    -6	0.5	10	6	12	-7	1	1
- CCOC(=O)c1ccccc1NC(=O)N1CCn2c(C)ccc2C1CC (stereo not drawn)
    3	-10	i	5	-1	4	-6	0
- O=C(N/N=C/c1ccncc1)NC12CC3CC(CC(C3)C1)C2
    -10	0.6	7	2	5	-3	3	-1
- COc1ccccc1NS(=O)(=O)c1cc(NC(=O)C2CCCO2)ccc1C (stereo not drawn)
    -7	-0.8	10	3	-1	-4	9	-1
- CCn1c(Cc2ccccc2)nnc1SC(C)C(=O)NC1CC1 (stereo not drawn)
    -2	-0.9	-2	3	0	3	-3	4
- C#CCOCCOCCOCCNc1nc(N2CCN(C(=O)[C@H](CCCCN)n3cc(C(N)CC(C)C)nn3)CC2)nc(N2CCN(C(=O)[C@H](CCC(=O)O)n3cc(C(N)[C@H](C)CC)nn3)CC2)n1 (stereo partly drawn)
    -6	-1.6	23	2	-2	-7	15	1
- COc1ccc(C(CNC(=O)C(C)(C)Oc2ccc(Cl)cc2)N2CCOCC2)cc1 (stereo not drawn)
    -15	1.1	-8	/	-7	/	0	-1
- O=C(COc1ccccc1)Nn1cnc2ccccc21
    0	-1.2	-293	0	-3	-3	-8	-2
- COC(=O)C1(C)Nc2ccccc2C(=O)N1c1ccccc1OC (stereo not drawn)
    2	-0.9	-458	-7	-6	2	-1	-1
- COC(=O)c1cc(NC(=O)c2cc(C)oc2C)cc(C(=O)OC)c1
    12	0.8	-11	3	5	-3	-2	0
- O=C(Nc1ccccc1)C1=C[C@@H](c2coc3ccccc3c2=O)C[C@@H](OCc2ccc(CO)cc2)O1
    20	-0.8	3	8	-1	-16	15	-27
- Cc1ccc(SCCC(=O)NC(C)(C)C)cc1
    -5	0.9	9	6	0	-7	-2	0
- C/C(=N\NC(=O)c1ccc(COc2ccccc2)cc1)c1ccncc1
    -5	1.9	16	1	-4	-9	-3	-1
- CCCCNC(=O)CSc1nc2ccccc2n1S(=O)(=O)c1ccc(Br)cc1
    -2	0.1	12	13	-7	12	-2	0
- CC12CCC(O)CC1=CCC1C2CCC2(C)C3=NN=CC3CC12 (stereo not drawn)
    -13	0.4	18	/	4	/	-18	-2
- COC(=O)c1cccc(NC(=O)CCCOc2ccccc2)c1
    -7	0.8	18	/	-1	/	-22	-1
- Cc1cnc(=O)[nH]c1SCc1ccc([N+](=O)[O-])cc1
    -7	-0.1	22	11	-3	-11	16	3
- CCSc1nnc(NC(=O)c2ccccc2C)s1
    -8	-0.8	2	44	-9	55*	10	0
- CCOC(=O)c1oc2c(CN3CCN(CCO)CC3)c(O)c(CC)cc2c(=O)c1-c1nc2ccccc2s1
    3	1.1	-36	4	-9	3	-2	-1
- CCCCOc1ccc(CN2CCC(O)CC2)cc1
    -12	0.2	8	6	2	6	7	0
- CCOC(=O)c1cnc2ccc(OCC)cc2c1NCc1cccnc1
    2	3.5	-423	-6	6	-25	24	-8
- Cc1c(O)ccc2c3c(c(=O)oc12)CCCC3
    -10	1.0	-481	-2	2	-1	6	2
- NCCCC[C@H](NC(=O)C1CCNCC1)c1nnc([C@@H](N)Cc2ccc(O)cc2)o1
    1	0.4	16	2	-2	-14	13	1
- CCC(=O)N(CCc1ccccc1C)Cc1cc2ccc(C)cc2[nH]c1=O
    -2	0.4	-22	0	-7	17	4	1
- Cc1ccc(NC(=O)C2CCN(S(=O)(=O)c3ccc4c(c3)NC(=O)CO4)CC2)cc1
    -5	0.0	14	4	5	3	-4	-2
- Cc1nnc(Nc2ccc(F)cc2)c2ccccc12
    2	4.8	-56	0	2	15	26	1
- Cc1ccc2c(nc3s/c(=C/c4cccs4)c(=O)n32)c1C
    -7	-2.0	7	/	-5	/	12	5

Compound profiles (already shown). Order of values: ATG4B inhibitor	MPTP block	SENP8 block	SENP7 block	HKDC1 inhibitor	SENP6 block	PfG6PD inh	NR3A LBD binder
Entry for Cc1cnc(=O)[nH]c1SCc1ccc([N+](=O)[O-])cc1 = -7	-0.1	22	11	-3	-11	16	3
Entry for Cc1nnc(Nc2ccc(F)cc2)c2ccccc12 = 2	4.8	-56	0	2	15	26	1

(more compounds)
Results follow in this order: ATG4B inhibitor	MPTP block	SENP8 block	SENP7 block	HKDC1 inhibitor	SENP6 block	PfG6PD inh	NR3A LBD binder
- O=C1NC(=O)c2cc(NC(=O)C3CCCCC3)ccc21
    0	1.0	-286	5	-5	-12	-1	0
- Cc1cc(NC(=O)C(Cl)c2ccccc2)no1 (stereo not drawn)
    2	0.1	10	6	1	-18	-20	1
- Cc1ccc(-n2c(N)c(C(=O)NCc3cccnc3)sc2=S)cc1
    -7	17	28	-7	-7	-5	68*	0
- Cc1ccc(C2c3[nH]c4ccccc4c3C[C@H]3C(=O)N(c4ccccc4C(=O)N4CCC(C(=O)O)CC4)C(=O)N23)cc1 (stereo partly drawn)
    -9	0.7	23	2	-2	7	14	-2
- Cc1ccc(OCC(=O)N(Cc2cccs2)C2CCS(=O)(=O)C2)cc1C (stereo not drawn)
    -9	0.8	11	2	0	0	-15	1
- Cn1cccc1/C=N/N1CCN(c2ccccc2)CC1
    0	1.7	14	1	-6	2	0	1
- CCCCNC(=O)CNC(=O)c1cccs1
    -4	0.4	3	-2	-12	-9	15	-1
- COCC(C)NC(=O)Cc1ccc(Cl)cc1 (stereo not drawn)
    -6	-0.9	15	5	-12	-22	-1	-1
- C=C1SC(=Nc2c(C)cccc2Cl)N(C(=O)c2sc3ccccc3c2Cl)C12CCCCC2
    3	-0.9	-3	-4	2	7	14	2
- O=C(O)/C=C/C(=O)Nc1ccccc1SC(F)(F)C(F)(F)C(F)(F)F
    -7	1.5	13	-9	-3	8	25	-2
- COc1ccc(-c2cc(C(=O)N3CCC3)c3ccccc3n2)cc1OC
    -3	-1.7	-425	3	-2	-7	-2	1
- COC(=O)c1ccc2[nH]c3cccc(/C(=C/c4ccccc4)c4ccccc4)c3c2c1
    -1	2.5	-445	-11	0	-25	21	24*
- O=C(Nc1cc(Cl)ccc1O)C1CC(c2ccccc2Cl)=NO1 (stereo not drawn)
    12	3.4	12	-2	-2	9	-7	7
- CCCCCC(O)(c1ccc(OCC)cc1)C(CN1CCOCC1)c1ccccc1 (stereo not drawn)
    -3	-2.2	13	3	6	4	17	1
- CCOc1c(N2CCOCC2)c(=O)c1=O
    -2	1.6	-11	-2	0	1	4	2
- Nc1ccc2nc(-c3ccc(Cl)cc3)[nH]c2c1
    0	0.9	-433	63*	10	75*	35	1
- Cc1cccc(OCC(=O)Nc2ccccc2C(F)(F)F)c1
    0	0.9	17	-6	11	5	-9	-14
- Cc1nc(/N=C\N(C)C)sc1C(=O)Nc1ccccc1
    4	-0.2	7	1	7	-16	-10	-2
- COC(=O)c1c(-c2ccccc2)noc1C
    -2	1.4	18	-7	-4	7	4	2
- O=C(COc1ccccc1)NC(=S)Nc1cccc([N+](=O)[O-])c1
    -16	16	30	-5	-1	-16	3	-2
- NNC(=O)CN1C(c2ccccc2)=Nc2ccc(Br)cc2C1c1ccccc1 (stereo not drawn)
    8	-0.2	0	3	-6	-11	-10	-4
- Cc1ccc2nc(N(CCCN(C)C)C(=O)c3ccc4ncsc4c3)sc2c1
    -5	-1.7	-16	0	1	16	60*	0
- CCOc1ccc(C(=O)OCC(=O)NCc2ccccc2)cc1OCC
    -4	-1.4	5	-14	4	2	-2	0
- CCOc1ncccc1C(=O)OC(C)C(=O)Nc1ccc(Cl)cn1 (stereo not drawn)
    3	-1.0	19	-15	1	-6	-8	1
- CC1(C)CC(=O)C2=C(C1)Nc1ccccc1[S@]2=O
    -4	1.5	-73	4	4	5	-12	0
- O=C(Nc1ccc(O)c(-c2nc3ccccc3s2)c1)c1cccs1
    19	7.6	6	2	-3	-3	-17	26*
- O=C(CCSCc1ccc(Cl)cc1)NCc1cccs1
    1	0.3	5	-2	-2	-2	-17	-1
- CC(C)n1c(/N=C/c2c[nH]c3ccccc23)nc2ccccc21
    23	4.7	21	8	-3	1	26	5
- O=C1NCCOC(=O)[C@H](Cc2ccc(F)cc2)CC/C=C/C[C@H]1CC(=O)N(CCO)Cc1ccccc1
    -9	0.3	12	-8	-3	-7	1	-2
- COc1ccccc1CNC(=O)CN(CCc1ccccc1)S(C)(=O)=O
    -5	4.1	5	-11	5	10	-15	1
- O=C(Cn1nnc(-c2cc(C(F)(F)F)cc(C(F)(F)F)c2)n1)NNC(=S)Nc1ccc(Cl)cc1
    6	84*	11	1	-21	-7	-28	36*
- CN(CC(=O)Nc1ccc(Cl)cc1)C(=O)CCNC(=O)c1ccc(Cl)cc1
    0	0.4	8	-3	-2	-11	-6	-1
- Oc1ccccc1CNc1ccc(OC(F)(F)F)cc1
    20	3.1	2	1	-7	27	19	-4
- COc1ccc2c(c1OC)C(=O)N1N=C(c3ccccc3)CC21 (stereo not drawn)
    -16	3.2	12	1	-2	-6	-16	2
- O=C(OCc1ccccc1)c1ccc2c(c1)-c1ccccc1C2=O
    19	-0.3	35	14	5	21	6	1
- COc1cc(C2NC(C(=O)O)Cc3c2[nH]c2ccccc32)cc(OC)c1OC (stereo not drawn)
    9	-2.9	-137	0	5	-1	-21	-4
- COc1cc(C(=O)N/N=C/c2coc3ccc(Cl)cc3c2=O)ccc1O
    51*	-0.1	-26	-15	17	-15	-7	-1
- COC(=O)c1cc(Br)ccc1-c1ccc(/C=N/n2nnnc2N)o1
    -8	0.5	-202	-12	-1	-19	0	-13
- CCOc1ccc(-n2c(Cc3cc(=O)[nH]c(=O)[nH]3)nnc2SC(C)C(=O)OC)cc1 (stereo not drawn)
    /	-1.2	-14	3	/	-3	/	/
- Cc1cccc(C(=O)NCC(=O)OCC(=O)NC2CCCCCCC2)c1
    2	-1.5	5	-1	2	-3	-8	3
- COc1ccc(C(=O)NCCCSC)cc1OC1CCN(C(C)C)CC1
    4	1.7	11	3	1	8	-3	3
- O=C(Cn1ccc([N+](=O)[O-])n1)N1CCCCC1
    -8	1.6	0	2	-3	-4	18	2
- Cc1cc(SCC(=O)Nc2ncc(Cl)cc2Cl)nc2ccccc12
    10	5.6	1	5	-1	0	7	1
- COc1ccc(CC(=O)NCC2CCCN(Cc3ccccc3Cl)C2)cc1 (stereo not drawn)
    -6	0.0	1	-7	2	1	4	0
- COc1ccc(N2CCN(CCS(=O)(=O)c3cc(Cl)ccc3Cl)CC2)cc1
    -8	-1.0	12	-5	-1	-17	18	-2
- CCC(=O)Nc1cccc(NC(=O)c2ccc3c(c2)OCCO3)c1
    -7	-0.9	8	0	-7	11	17	-16
- C=CCN1C(=O)/C(=C\c2ccc(OC(=O)c3ccco3)c(OC)c2)SC1=S
    1	12	29	7	5	19	6	0
- O=c1[nH]c(CS(=O)(=O)c2ccccc2)nc2ccccc12
    -7	-1.8	-55	-2	-4	-3	-3	-3
- COc1ccc(CN2CCN(S(=O)(=O)c3ccc(NC(C)=O)cc3)CC2)c(OC)c1OC
    -4	-0.7	10	9	7	4	-6	-3

As entered above.
COc1cc(C(=O)N/N=C/c2coc3ccc(Cl)cc3c2=O)ccc1O in NR3A LBD binder → -1
COc1ccc(CC(=O)NCC2CCCN(Cc3ccccc3Cl)C2)cc1 (stereo not drawn) in ATG4B inhibitor → -6
COC(=O)c1cc(Br)ccc1-c1ccc(/C=N/n2nnnc2N)o1 in SENP8 block → -202
COc1ccc2c(c1OC)C(=O)N1N=C(c3ccccc3)CC21 (stereo not drawn) in SENP8 block → 12
O=c1[nH]c(CS(=O)(=O)c2ccccc2)nc2ccccc12 in SENP7 block → -2
